Bioassay records: PubChem BioAssay, National Center for Advancing Translational Sciences (NCATS)
PGK inhibitor: qHTS Assay to Find Inhibitors of Phosphoglycerate Kinase | Phosphoglycerate kinase, glycosomal (Trypanosoma brucei brucei), P07378 | PGK/GAPDH coupled, Kinase-Glo luminescence, 60 min | Potency, µM (highest dose often 57.5 µM), for inactives: at the top dose activity change, negative = inhibition, usual class: inhibitors | 380,000 compounds, 0.043% hits | AID 602233, 2012; further: potency means the concentration at half of the fitted maximal effect; on the % scale 0 is the no-effect control and ±100 the full control effect; nearly all actives have a fitted effect of over 60% in size
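Luminescent ATP detection (Kinase-Glo Plus) follows a 60-minute room-temperature incubation, with wells lacking PGK as controls. Buffer: 100 mM TEA (pH 7.6), 5 mM MgCl2, 0.01% Tween-20. Coupling enzyme GAPDH (100 nM final) supplies unstable 1,3-BPG in-well.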
TrxR1 inh: qHTS Assay for Inhibitors of Mammalian Selenoprotein Thioredoxin Reductase 1 (TrxR1): qHTS | recombinant rTrxR1, NADPH fluorescence consumption, selenite substrate | Potency, µM (highest dose often 114 µM), inactives show at the top dose activity change, negative = inhibition, hits mostly inhibitors | 390,000 compounds, 1% hits; further: potency means the concentration at half of the fitted maximal effect; on the % scale 0 is the no-effect control and ±100 the full control effect; nearly all actives have a fitted effect of over 65% in size
Target sequence (O89049 whole entry, looked up): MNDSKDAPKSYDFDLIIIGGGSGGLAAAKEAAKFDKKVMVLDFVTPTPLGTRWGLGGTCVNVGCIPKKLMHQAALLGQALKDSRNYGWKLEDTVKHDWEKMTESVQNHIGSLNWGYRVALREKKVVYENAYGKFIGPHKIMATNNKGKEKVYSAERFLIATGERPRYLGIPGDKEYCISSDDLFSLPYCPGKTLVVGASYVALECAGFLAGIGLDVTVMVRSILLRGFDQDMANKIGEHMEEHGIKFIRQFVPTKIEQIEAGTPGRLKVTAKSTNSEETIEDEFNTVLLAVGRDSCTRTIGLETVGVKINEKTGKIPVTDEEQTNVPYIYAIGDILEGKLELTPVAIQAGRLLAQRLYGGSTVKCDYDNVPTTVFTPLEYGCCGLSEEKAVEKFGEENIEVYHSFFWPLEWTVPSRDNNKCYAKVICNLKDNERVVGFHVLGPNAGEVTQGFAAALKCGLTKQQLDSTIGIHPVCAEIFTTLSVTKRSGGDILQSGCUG
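Rat TrxR1 (90 nM in the dispensed reagent) was pre-reduced with 400 uM NADPH for 5 min at room temperature, then incubated with compound for 15 min. After 400 uM selenite was added, NADPH fluorescence (Ex 340/Em 450 nm) was followed for 8 min.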
Pin1 inhibitor: qHTS Assay to Find Inhibitors of Pin1. Peptidyl-prolyl cis-trans isomerase NIMA-interacting 1 (Homo sapiens), Q13526. Pin1 FP peptide displacement, HiFluor488, 10 min. Potency, µM (highest dose often 115 µM), for inactives: at the highest dose activity, negative = inhibition, hits mostly inhibitors. 390,000 compounds, 0.009% hits; active means well fitted inhibition curve with a large enough effect in the polarisation, with a control signal flat, not every such curve was filed as active; inconclusive means small, poorly fitted or top-dose-only effect, or effect the other way, or a change in a side signal; inactive means no such curve, though single readings can be large or run the other way; the % refers to the polarisation; further: potency means the concentration at half of the fitted maximal effect; on the % scale 0 is the no-effect control and ±100 the full control effect
TrxR1 substrate: qHTS Assay for Substrates of Mammalian Selenoprotein Thioredoxin Reductase 1 (TrxR1): qHTS | Thioredoxin reductase 1, cytoplasmic (Rattus norvegicus), O89049 | purified TrxR1 substrate turnover, NADPH consumption readout | Potency, µM (doses to about 114 µM), inactives show at the top dose activity change, negative = substrate turnover | 390,000 compounds, 0.01% hits | AID 588456, 2011; further: potency means the concentration at half of the fitted maximal effect; on the % scale 0 is the no-effect control and ±100 the full control effect; nearly all actives have a fitted effect of over 50% in size
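Rat TrxR1, dispensed at 90 nM, was prereduced with 400 uM NADPH (final) for 5 min at ~22 deg C, then incubated with compound 15 min before 400 uM selenite. A first-read NADPH fluorescence drop versus no-compound background flagged substrates.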
PI4K2A block: qHTS for small molecular inhibitors of PI4K2A. 420,000 compounds, 0.13% hits. activity change, negative = inhibition, % at 76.9 µM. purified PI4K2A, ADP-Glo luminescence, 1 h; active compounds read low. Phosphatidylinositol 4-kinase type 2-alpha (Homo sapiens), Q9BTU6; in the data active means activity change below about -50%; inconclusive means mostly about -30% to -49%;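 further: -100% = wells without enzyme as full effect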
Target sequence (Q9BTU6 whole entry, looked up): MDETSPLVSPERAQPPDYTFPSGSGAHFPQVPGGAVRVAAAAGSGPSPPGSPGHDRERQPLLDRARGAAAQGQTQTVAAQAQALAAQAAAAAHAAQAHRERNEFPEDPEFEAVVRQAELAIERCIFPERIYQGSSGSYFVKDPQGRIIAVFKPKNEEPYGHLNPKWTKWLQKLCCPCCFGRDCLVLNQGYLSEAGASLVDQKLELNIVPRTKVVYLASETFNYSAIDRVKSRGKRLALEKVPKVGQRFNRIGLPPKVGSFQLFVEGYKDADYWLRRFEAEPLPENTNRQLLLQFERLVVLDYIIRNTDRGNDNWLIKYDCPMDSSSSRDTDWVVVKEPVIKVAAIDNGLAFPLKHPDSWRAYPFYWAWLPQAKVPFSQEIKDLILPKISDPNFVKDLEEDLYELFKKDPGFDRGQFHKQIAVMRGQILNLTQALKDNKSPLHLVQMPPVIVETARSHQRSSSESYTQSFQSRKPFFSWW
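ADP-Glo luminescence measured ADP generated by PI4K2A enzyme (4 ug/mL before mixing) with 1.2 mM PI substrate (pre-mix) and 300 microM ATP (pre-mix). Tris pH7.5 buffer with MgCl2, Triton X-100; 1 h reaction at ambient temperature.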
GLS inh: qHTS for Inhibitors of Glutaminase (GLS); Glutaminase kidney isoform, mitochondrial (Homo sapiens), O94925; GLS enzymatic activity, qHTS titration; Potency, µM (highest dose often 45.5 µM), for inactives: at the top dose activity change, negative = inhibition, most hits filed as inhibitors; 410,000 compounds, 0.21% hits; further: potency means the concentration at half of the fitted maximal effect; on the % scale 0 is the no-effect control and ±100 the full control effect
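Read-out is an Amplex red fluorescence increase coupled through glutamate oxidase and HRP, measured before and after 30 min room-temperature incubation. hKGA is in 45 mM KH2PO4 (pH 8.2) with 0.02% Tween-20; glutamine added as 1mM solution.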
IDH1 R132H inh: qHTS for Inhibitors of mutant isocitrate dehydrogenase 1 (IDH1): qHTS | IDH1-R132H enzyme, NADPH consumption, diaphorase/resazurin fluorescence | 390,000 compounds, 0.093% hits | Potency, µM (series often up to 76.6 µM), without a hit: at the top dose activity change, negative = inhibition, actives largely listed as inhibitors | AID 602179, 2012; further: potency means the concentration at half of the fitted maximal effect; on the % scale 0 is the no-effect control and ±100 the full control effect; nearly all actives have a fitted effect of over 65% in size
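IDH1-R132H (0.5 ug/mL) preincubated 30 min with compound, then NADPH (0.016 mM) and alpha-KG (2 mM) added; 80 min at RT, pH 7.5. Remaining NADPH coupled via diaphorase/resazurin to fluorescence (540/590 nm); concentration-response curves normalized to no-enzyme control.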
HP1b binding inh: HTS for Inhibitors of HP1-beta Chromodomain Interactions with Methylated Histone Tails. Potency, µM (top dose mostly 114 µM), without a hit: at the highest dose activity change, negative = inhibition, most hits filed as inhibitors. Chromobox protein homolog 1 (Homo sapiens), P83916. AlphaScreen HP1-beta / biotin-H3K9me3 peptide binding. 390,000 compounds, 0.56% hits; further: potency means the concentration at half of the fitted maximal effect; nearly all actives have a fitted effect of over 70% in size; inactives centre near 23
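HP1-beta protein (50 nM final) preincubated 30 min at room temperature with biotinylated H3(1-18)K9me3 peptide (50 nM) in PBS pH 7.4, 0.01% Tween-20, then compound added for 30 min. AlphaScreen streptavidin donor/nickel chelate acceptor beads (10 ug/mL final), 30 min dark, luminescence read.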
USP1-UAF1 inh: Inhibitors of USP1/UAF1: Primary Screen; recombinant USP1/UAF1, Ub-Rhodamine cleavage fluorescence; Potency, µM (titrated, usually from 57.1 µM), without a hit: at the highest dose activity change, negative = inhibition, actives largely listed as inhibitors; 390,000 compounds, 0.23% hits; further: potency means the concentration at half of the fitted maximal effect; on the % scale 0 is the no-effect control and ±100 the full control effect; nearly all actives have a fitted effect of over 60% in size; inactives centre near -12
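USP1/UAF1 complex at 1 nM was preincubated with compound for 15 min at room temperature, then Ub-Rho substrate (150nM final) was added. Fluorescence (480/540 nm) was read kinetically, 6 reads every 60 seconds.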
* marks the source's active call; other numbers are inactive results; i = inactive; ? = inconclusive; · = not tested or not shown; [ ] = dose if it differs, or a comment. Unless noted, the call rests on the fitted dose curve; in most records, active means well fitted curve in the direction sought with a large enough effect; inconclusive means small, poorly fitted or top-dose-only effect, or another doubt; inactive means no such curve, though single readings can be large; an effect the other way counts as inactive or inconclusive. Not all compounds are listed; count on the stated rates, not on these rows.

SMILES	PGK inhibitor	TrxR1 inh	Pin1 inhibitor	TrxR1 substrate	PI4K2A block	GLS inh	IDH1 R132H inh	HP1b binding inh	USP1-UAF1 inh
Cc1ccc(Cn2c(=O)n(CCc3ccccc3)c(=O)c3c(C)c(C)sc32)cc1	·	21%	-15%	-2%	-3	-1%	·	19%	-20%
C=CCn1c(N)c(C(=O)Nc2ccccc2)c2nc3ccccc3nc21	-2%	-10%	26%	-5%	3	2%	2%	46%[activator]	-21%
Cc1c(NC(=O)CCCN2C(=O)c3cccc4cccc(c34)C2=O)c(=O)n(-c2ccccc2)n1C	0%	11%	4%	13%[57.1 µM]	-4	14%	-7%	22%	-2%
CCCCN(C(=O)C1=COCCO1)c1c(N)n(CCC)c(=O)[nH]c1=O	-1%	-10%	-2%	-9%	0	1%	5%	26%	-16%
CCc1nnc(NC(=O)C2COc3ccccc3O2)s1 (centres undefined)	-1%	11%[57.1 µM]	-3%	6%[57.1 µM]	-10	-4%	1%	49%	-4%
Cc1cc(Cl)ccc1NC(=O)c1cc(S(=O)(=O)N2CCOCC2)cn1C	2%	14%[57.1 µM]	-5%	-3%[57.1 µM]	2	4%	16%	21%	-3%
COc1cccc(NC(=S)N(CCc2c(C)[nH]c3ccccc23)Cc2ccco2)c1	i	0%	50%[activator]	-5%	-1	4%	-8%	2%	-29%
COC(=O)c1ccc(-c2ccc(CNCC(O)c3ccccc3)o2)cc1 (centres undefined)	-6%	4%	1%	38%[activator]	-1	-10%	-2%	21%	-17%
Cc1cccc(-c2noc(CN(C(C)C)S(=O)(=O)c3ccc(Br)cc3)n2)c1	11%	26%	8%	-2%	-1	-11%	0%	72%[activator]	-12%
Cc1ccc(C2C3=C(CC(C)(C)CC3=O)Nc3n[nH]c(C)c32)cc1 (centres undefined)	0%	-5%	-1%	75%[activator]	2	10%	-1%	14%	-1%
CC(C)CN(C(=O)COC(=O)CCSc1ccc(Cl)cc1)c1c(N)n(Cc2ccccc2)c(=O)[nH]c1=O	-5%	·	·	·	0	-1%	11%	·	?
COC(=O)c1c(NC(=O)CN2CCC3(O)CCCCC3C2c2ccc(F)cc2)sc(C)c1C (centres undefined)	-1%	-2%	-1%	-8%	-2	16%	5%	-1%	-17%
CCOC(=O)c1cc(NC(=O)c2ccc(Cl)cc2)c(=O)n2c1oc1ccccc12	1%	16%	-2%	7%	-1	16%	-7%	24%	-11%
O=C(NCCc1nc2ccc(Cl)cc2[nH]1)C1CCC(=O)N(Cc2cccc(F)c2)C1 (centres undefined)	-1%	10%[57.1 µM]	-3%	-3%[57.1 µM]	1	-5%	3%	27%	-15%
C/C(=N\N=C1/SC(CC(=O)O)C(=O)N1c1ccccc1)c1ccc(C)cc1 (centres undefined)	i	-14%	-2%	-9%	-2	4%	2%	18%	-8%
COc1ccc(OCCSc2ncnc3nc[nH]c23)cc1	-2%	6%	2%	-4%	-8	-16%	0%	35%	0%
Cc1ccc(C2C(C#N)=C(N)N(c3cccnc3)C3=C2C(=O)CCC3)c(C)c1 (centres undefined)	1%	?	1%	-14%	-5	17%	-2%	41%[activator]	-2%
CCS(=O)(=O)c1ccc2c(c1)N(S(=O)(=O)c1ccc(OC)cc1)CC(C(=O)O)O2 (centres undefined)	-6%	-19%	0%	-10%	3	15%	3%	34%	-6%
CCOc1ccc(C(=O)Nc2nnc(S(=O)(=O)N(CC)c3ccccc3C)s2)cc1	-5%	10%	1%	2%[11.4 µM]	1	4%	-7%	25%	-2%
CC(=O)Oc1cccc(C(=O)Nc2ccccc2C(=O)N2CCCC2)c1	-2%	-3%	-2%	1%	-3	13%	8%	8%	-19%
CCN(Cc1ccncc1)Cc1nc(Cc2ccccc2Cl)no1	-1%	26%	0%	4%	4	2%	-8%	30%	-8%
CCc1nn(C(C)C(=O)NCCc2ccc(OC)c(OC)c2)c(=O)c2cc3occc3n12 (centres undefined)	i	3%	5%	0%	-9	7%	0%	23%	-17%
O=C1C2C(c3ccccc3)CC=CC2C(c2ccc3ccccc3c2)N1Cc1ccccc1 (centres undefined)	·	-19%	16%	-1%	·	·	·	22%	·
COc1cccc(NC(=O)CN(C)C(=O)Cc2ccc(Cl)cc2Cl)c1	i	-18%	-14%	-7%	-4	-12%	10%	40%[activator]	-19%
CCOC(=O)N1CCC(N2CCCC(C(=O)c3ccc4cc(OC)ccc4c3)C2)CC1 (centres undefined)	-3%	16%[57.1 µM]	1%	46%[activator][57.1 µM]	-2	0%	18%	-2%	-3%
O=c1oc2ccccc2c(=O)c2ccccc12	-1%	21%	1%	-1%	3	-1%	-2%	34%	-12%
CCN(CC)S(=O)(=O)c1ccc(C(=O)NCCSc2c[nH]c3ccccc23)cc1	10%	5%[57.1 µM]	-2%	1%[57.1 µM]	-4	-3%	-8%	24%	-17%
Cc1cc(=O)oc2c(C)c(OCC(=O)NCCCN3CCCC3=O)ccc12	-6%	22%[57.1 µM]	-1%	14%[57.1 µM]	14	-10%	-11%	60%[activator]	-19%
Cn1cc(CN2CCN(c3ccccc3)CC2)c2ccccc21	i	18%	-1%	1%	-3	23%	-2%	?	2%
Cc1cc(-c2ccccc2)nc2cc(C(=O)OC(C)C)nn12	-9%	12%	7%	14%	-1	-6%	14%	17%	-20%

Reprinted from the part before: 5 entries, followed by the next part.
SMILES	PGK inhibitor	TrxR1 inh	Pin1 inhibitor	TrxR1 substrate	PI4K2A block	GLS inh	IDH1 R132H inh	HP1b binding inh	USP1-UAF1 inh
O=c1oc2ccccc2c(=O)c2ccccc12	-1%	21%	1%	-1%	3	-1%	-2%	34%	-12%
CCN(CC)S(=O)(=O)c1ccc(C(=O)NCCSc2c[nH]c3ccccc23)cc1	10%	5%[57.1 µM]	-2%	1%[57.1 µM]	-4	-3%	-8%	24%	-17%
Cc1cc(=O)oc2c(C)c(OCC(=O)NCCCN3CCCC3=O)ccc12	-6%	22%[57.1 µM]	-1%	14%[57.1 µM]	14	-10%	-11%	60%[activator]	-19%
Cn1cc(CN2CCN(c3ccccc3)CC2)c2ccccc21	i	18%	-1%	1%	-3	23%	-2%	?	2%
Cc1cc(-c2ccccc2)nc2cc(C(=O)OC(C)C)nn12	-9%	12%	7%	14%	-1	-6%	14%	17%	-20%
O=C(c1ccc(S(=O)(=O)Nc2ccccc2F)cc1)N1CCCCCC1	-1%	0%	0%	-4%	-1	7%	4%	43%[activator]	-20%
O=S(=O)(c1ccccc1)c1nc(-c2ccc(Cl)cc2)oc1NCCCN1CCOCC1	-4%	-11%	0%	1%	2	-8%	0%	-21%	-14%
CC(C(=O)N1CCCCC1)N(C)CC(=O)Nc1ccc(Cl)cc1 (centres undefined)	i	-14%	-2%	-3%	7	?	5%	4%	-13%
O=C(Nc1ccccc1N1CCN(C(=O)c2ccccc2)CC1)c1cccc(Cl)c1	-9%	13%	7%	1%	1	1%	5%	34%	-22%
N#C/C(=C\c1ccc(OCc2ccc(Cl)cc2Cl)cc1)c1nc2ccccc2[nH]1	i	3%	30%	-4%	7	-15%	0%	42%	8%
CCCn1cc(CN2CCC(n3nccc3NC(=O)c3ccccc3)CC2)c(C)n1	0%	-8%	-4%	-6%	0	7%	0%	9%	-4%
CCOc1cc(C(=O)Nc2ccc(F)cc2)cc(Br)c1OC	-3%	25%	-2%	3%	1	0%	0%	59%[activator]	-24%
COc1cccc(-c2nc(CSCC(=O)NCC3CCCO3)c(C)o2)c1 (centres undefined)	-3%	-8%	-4%	0%	3	-2%	16%	16%	-22%
CCOC(=O)Cn1c(S(=O)(=O)Cc2ccccc2Cl)nc(-c2ccccc2)c1-c1ccccc1	-7%	23%	11%	3%	-11	-18%	7%	11%	-2%
